Screening results: PubChem BioAssay, several laboratories
TLR9-MyD88 block – blocks human TLR9 binding to MyD88; 0.21% of 340,000 active; Q9NR96+Q99836; inhibition, % at 4.98 µM; CHO BLA complementation TLR9-MyD88, CCF4 FRET ratio;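 active = inhibition above the mean over all tested compounds plus 3 SD, cut at about 21% in these data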;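 also: 0% = DMSO only wells and 100% = clavulanate BLA inhibitor control wells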
Target sequence (Q99836 whole entry, looked up): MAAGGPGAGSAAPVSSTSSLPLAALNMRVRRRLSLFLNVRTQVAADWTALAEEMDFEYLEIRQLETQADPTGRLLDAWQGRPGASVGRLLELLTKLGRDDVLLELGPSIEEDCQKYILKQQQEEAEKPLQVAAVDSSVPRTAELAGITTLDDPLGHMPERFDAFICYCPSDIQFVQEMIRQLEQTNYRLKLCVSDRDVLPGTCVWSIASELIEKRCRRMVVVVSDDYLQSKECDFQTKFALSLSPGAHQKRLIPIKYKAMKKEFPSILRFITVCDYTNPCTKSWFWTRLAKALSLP
Target sequence (Q9NR96 whole entry, looked up): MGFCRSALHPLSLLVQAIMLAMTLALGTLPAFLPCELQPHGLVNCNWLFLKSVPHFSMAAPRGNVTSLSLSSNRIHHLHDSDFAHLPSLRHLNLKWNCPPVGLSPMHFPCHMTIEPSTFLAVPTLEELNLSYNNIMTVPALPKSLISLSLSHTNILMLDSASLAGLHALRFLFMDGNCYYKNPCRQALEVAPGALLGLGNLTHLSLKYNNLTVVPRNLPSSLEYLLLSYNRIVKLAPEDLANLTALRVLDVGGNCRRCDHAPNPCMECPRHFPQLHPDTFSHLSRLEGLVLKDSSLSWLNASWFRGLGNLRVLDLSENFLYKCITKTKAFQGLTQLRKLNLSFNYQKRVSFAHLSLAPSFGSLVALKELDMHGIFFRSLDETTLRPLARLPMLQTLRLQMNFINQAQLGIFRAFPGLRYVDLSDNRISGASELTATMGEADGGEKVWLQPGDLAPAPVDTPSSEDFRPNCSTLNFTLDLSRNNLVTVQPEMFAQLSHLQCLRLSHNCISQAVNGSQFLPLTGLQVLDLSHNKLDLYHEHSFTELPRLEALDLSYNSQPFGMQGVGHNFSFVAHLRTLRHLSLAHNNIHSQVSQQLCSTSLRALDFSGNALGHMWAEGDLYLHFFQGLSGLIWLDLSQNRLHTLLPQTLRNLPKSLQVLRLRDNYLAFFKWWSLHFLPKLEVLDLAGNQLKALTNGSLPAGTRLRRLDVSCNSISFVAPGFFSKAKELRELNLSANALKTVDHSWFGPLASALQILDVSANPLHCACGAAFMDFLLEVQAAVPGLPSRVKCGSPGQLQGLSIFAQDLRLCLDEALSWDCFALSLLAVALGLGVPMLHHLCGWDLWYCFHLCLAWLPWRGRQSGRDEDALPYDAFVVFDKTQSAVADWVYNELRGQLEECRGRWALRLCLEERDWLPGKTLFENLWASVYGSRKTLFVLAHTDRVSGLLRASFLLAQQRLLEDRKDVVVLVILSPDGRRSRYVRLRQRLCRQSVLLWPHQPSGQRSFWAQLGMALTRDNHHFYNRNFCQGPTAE
aDG glyco act – alpha-DG glycosylation activation | Pro5-aDG cells, alpha-DG glycosylation AlphaScreen (IIH6); 0% Pro5, 100% B10-LARGE cell signal | activation, % at 10 µM | 0.22% of 360,000 active;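 active = activation of at least 8% versus controls, or a plate z-score of at least 8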;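 also: Pro5 are CHO cells carrying HIG-tagged alpha-DG that lacks glycosylation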
Glyco luc inh – blocks N-linked glycosylation in D54 reporter cells; D54 ERlucT glycosylation luciferase reporter, 24 h; percent of 100 nM tunicamycin response; reporter increase, % at 12.5 µM; 0.23% of 360,000 active; AID 588692;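 active = mean luciferase reporter signal, scaled so untreated is 0 and the glycosylation-blocking control 100, at or above a set limit in every replicate; inconclusive = mean reaches the limit but not every replicate does; inactive = mean below the limit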;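 also: luciferase carries N-glycosylation sites so blocking glycosylation raises the light; 0% = median of neutral control wells and 100% = median of 100 nM tunicamycin wells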
MC4R ag barr – agonists of human melanocortin 4 receptor (MC4R) beta-arrestin | U2OS MC4R beta-arrestin complementation, luminescence; percent of melanotan II response, DMSO zero | activation, % at 8.9 µM | 0.98% of 360,000 active | AID 540308;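 active = activation above a per-plate cutoff, the mean activation of sample wells on that plate plus 3 SD, cut at about 8% in these data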
ABCB6 inh MLPCN – human ABCB6 transporter inhibition; Q9NP58; fluorescence ratio to DMSO, % at 10 µM; AID 602162; 0.19% of 360,000 active; K562-ABCB6 porphyrin accumulation, flow cytometry, 1 h; stronger effect = lower value;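 active = fluorescence ratio to DMSO below 75%, the collection mean minus 3 SD; inconclusive = too few cells collected in the well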;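 also: signal is porphyrin accumulated inside mitochondria; 100% equals median channel fluorescence of DMSO control wells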
NOD2-RIPK2 inh – inhibitors of human NOD2-RIPK2 interaction; O43353; CHO BLA complementation NOD2-RIPK2, CCF4 ratio; inhibition, % at 4.98 µM; 0.38% of 360,000 active; AID 624267; in the data active = inhibition above about 21%;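 also: 0% = vehicle only and 100% = reference blocker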
ABHD5-PLIN5 inh – inhibitors of human ABHD5-perilipin-5 interaction; inhibition, % at 4 µM; AID 602281; Split G. princeps luciferase complementation, luminescence, 4 h; 0.78% of 360,000 active; Q00G26+Q8WTS1;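 active = inhibition above the mean inhibition across every tested compound plus 3 SD, cut at about 22% in these data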;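 also: 0% = DMSO only wells and the 100% control is not disclosed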
Granule exo inh – blocks lytic granule exocytosis; AID 651702; inhibition, % at 10 µM; TALL-104 LAMP-1 surface exposure, flow cytometry; cells stimulated with thapsigargin and PMA; 0.66% of 360,000 active;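 active = inhibition above about 55%, limit read from the data; inconclusive = no clear call, values can overlap the other calls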
MC4R antagonist – blocks human MC4R cAMP signaling. 0.48% of 360,000 active. P32245. inhibition, % at 6.5 µM. MC4R-expressing cells, MTII-stimulated cAMP, LANCE TR-FRET;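 active = inhibition above its plate's cutoff, the mean of tested wells on that plate plus 3 SD, cut at about 29% in these data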;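 also: 0% = Melanotan II alone and 100% = Melanotan II plus saturating MCL0020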
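Assay system: human MC4R-expressing U2OS cells; reagent: Melanotan II stimulation of cells; dosing: 6.5 µM single dose; timing: compound 30 min, challenge 1 h, detection 1 h; signal: TR-FRET cAMP assay; replicates: one well per compound, no replicates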
Vif inh – HIV Vif inhibition; HEK293T cells, Vif self-association by quenched fluorescence, imaging, 24 h; inhibition, % at 7.49 µM; AID 602346; 0.35% of 340,000 active; in the data active = inhibition above about 50%, passing the limit was not always enough; inconclusive = no clear call, values can overlap the other calls; inactive = below about 31%; also: some results filed as inactive read as strong as hits
Numbers without * were called inactive; ? = inconclusive; . = no result given. The list is partial; count on the stated rates, not on these rows.

SMILES | TLR9-MyD88 block | aDG glyco act | Glyco luc inh | MC4R ag barr | ABCB6 inh MLPCN | NOD2-RIPK2 inh | ABHD5-PLIN5 inh | Granule exo inh | MC4R antagonist | Vif inh
COc1cc(C(C)=O)ccc1OCC(=O)N1CCCC1c1ccc2c(c1)OCCCO2 (configuration not stated) | 4 | -0.2 | 1 | -2.0 | 100 | 0 | -1 | -7 | 3 | -7
S=C(Nc1ccc(Cl)cc1)N1CCN(Cc2ccccc2)CC1 | 6 | 0.0 | -1 | 0.2 | 98 | 5 | 2 | 0 | 12 | -3
CN(C)CCCN(C(=O)c1ccc(C(=O)c2ccccc2)cc1)c1nc2ccc(F)cc2s1 | -4 | 2.9 | -3 | 4.1 | 84 | 4 | 10 | 59* | -3 | -3
CC(C)C(=O)N1C2CCC1CC(O)(c1ccc(F)cc1)C2 (configuration not stated) | 5 | 0.0 | 2 | -1.4 | 99 | -1 | -2 | 1 | 4 | 14
N#CC1=C(N)Oc2n[nH]c(CSc3ccccc3)c2C12C(=O)Nc1ccccc12 (configuration not stated) | 5 | -0.1 | 0 | -0.2 | 100 | -11 | -1 | 8 | -2 | 15
COc1ccccc1CN1CCN(C(c2ccccc2)c2ccccc2)CC1 | -7 | -0.1 | -5 | -1.4 | 94 | -7 | 3 | 70* | 4 | -3
N#CC1=C(N)NC(SCc2ccc(Br)cc2)=C(C#N)C12CCCCC2 | 1 | 0.3 | -2 | 0.3 | 96 | 9 | -12 | 20 | 3 | -4
NC(=O)CC(NC(=O)Cc1ccc(Cl)cc1)c1ccc(NCCOc2ccccc2)c([N+](=O)[O-])c1 (configuration not stated) | 9 | 0.6 | 4 | -0.6 | 102 | 0 | 4 | -5 | 7 | -1
Cc1ccc(S(=O)(=O)NCC(=O)N(CC(=O)NCc2ccco2)Cc2cccs2)cc1 | -23 | -0.1 | 0 | -2.2 | 101 | 3 | -11 | -1 | 8 | -1
O=C(CNC(=O)c1ccc2c(c1)OCO2)NCc1cccs1 | 9 | -0.3 | 1 | -2.2 | 96 | -9 | 8 | 47 | 4 | 7
CCC(NC(=O)CNC(=O)CNC(=O)c1ccc(Cl)cc1Cl)c1ccc(C)cc1 (configuration not stated) | -5 | 0.2 | 1 | -2.6 | 99 | -9 | -3 | -7 | 2 | 3
COc1ccc(OC)c(C(O)c2coc3ccc(O)c(CN(C)C)c23)c1 (configuration not stated) | -17 | -0.1 | -3 | -1.6 | 97 | -7 | 2 | 1 | 7 | -3
COc1ccc(F)c(CN2CCCC(CNS(=O)(=O)c3cccc4cccnc34)C2)c1 (configuration not stated) | 0 | 0.4 | 2 | -2.3 | 101 | 1 | -3 | -2 | 1 | -5
C#Cc1ccc([C@@H]2C=C(C(=O)OCC=C)O[C@H](OCc3ccc(CO)cc3)C2)cc1 | -2 | 0.2 | -2 | 0.2 | 95 | 11 | 3 | 7 | 4 | -1
CCCCOP(=O)(c1ccc(N(C)C)cc1)C(O)c1cccnc1 (configuration not stated) | -5 | 0.0 | 1 | -0.5 | 99 | 3 | 0 | 3 | 1 | -3
CCOC(=O)[C@]12CCC=C1N(Cc1ccc(Cl)cc1Cl)C(=O)[C@H](CC(=O)NCCc1ccccc1OC)C2 | . | 0.0 | . | . | 94 | 0 | 7 | 7 | . | .
C/C(=N\Nc1nc(C)cc(=O)[nH]1)C1CC1 | 4 | -0.2 | 2 | -1.5 | 102 | -8 | -1 | 1 | 2 | 0
CNS(=O)(=O)c1ccc(NC(=O)Nc2cccc(F)c2)cc1 | -1 | 0.4 | -5 | 0.0 | 98 | 4 | 0 | 0 | 5 | -1
O=S(=O)(Oc1ccccc1)c1ccc(Cl)c(Cl)c1 | 1 | 0.1 | -3 | 2.4 | 97 | -4 | 5 | -5 | 9 | ?
COc1ccccc1NC(=O)N(C)C[C@@H]1OCc2cn(nn2)CCCC(=O)N([C@@H](C)CO)C[C@H]1C | -5 | -0.1 | 1 | 0.7 | 103 | -5 | -20 | -3 | 20 | 6
COC(=O)CSc1nnc(CNC(=O)c2ccccc2OC)n1-c1ccc(OC)cc1 | -3 | -0.2 | 2 | -1.8 | 97 | -5 | 1 | 0 | 8 | 1
C#CCOCCOCCOCCNc1nc(N2CCN(C(=O)Cn3cc(CCCN=C(N)N)nn3)CC2)nc(N2CCN(C(=O)[C@H](C)n3cc(CCCN=C(N)N)nn3)CC2)n1 | -40 | 0.0 | 4 | -1.5 | 95 | -4 | 7 | -3 | -1 | 7
CCOc1ccccc1N1CCN(C(=O)C(F)(F)F)CC1 | -2 | 0.3 | 2 | -1.8 | 98 | -6 | 5 | 2 | -1 | 15
Cc1cc(S(=O)(=O)N2CCCC(N(C)CCc3ccccn3)C2)c(C)s1 (configuration not stated) | 5 | 0.5 | -3 | -3.2 | 97 | 2 | -2 | 0 | 5 | 7
CC(C)C(NC(=O)C1CCCCC1)C(=O)NCc1ccccn1 (configuration not stated) | 8 | -0.2 | -1 | 0.1 | 98 | -16 | -3 | 1 | 0 | 4
Cc1ccc(CNC(=O)C23CN(Cc4ccccc4)CC2C(c2cccc([N+](=O)[O-])c2)=NO3)cc1 (configuration not stated) | 2 | 0.1 | -2 | -1.1 | 96 | -17 | -4 | 10 | 1 | 3
COc1cc(OC)cc(-c2c(Sc3ccccc3)c3cc(-c4ccc5c(c4)OCCO5)ccc3n2C)c1 | . | 0.0 | . | . | 94 | -19 | -3 | 3 | . | .
CCNC(=O)C1CCCN(C(=O)c2ccc3c(c2)OCO3)CC1 (configuration not stated) | . | 0.2 | 3 | 0.0 | 98 | 6 | 3 | -4 | 5 | -6
CN(Cc1nc(-c2cnccn2)no1)Cc1n[nH]c2c1CCCCC2 | -4 | 0.0 | 1 | 1.8 | 104 | 0 | -2 | 0 | 22 | -10
Cc1cccc(OCCCC(=O)NNC(=O)c2ccncc2)c1 | -9 | -0.1 | 0 | 0.5 | 98 | 0 | -5 | -1 | 3 | -18
COCCCNC(=O)C(=O)NCC1CCCN1S(=O)(=O)c1cccs1 (configuration not stated) | -7 | -0.1 | 4 | -3.2 | 102 | -1 | 8 | 2 | 7 | -1
CCO/C=N/Nc1nc(C(F)(F)F)nc2c1cnn2Cc1ccccc1 | 7 | -0.2 | -1 | 1.6 | 97 | -14 | -4 | -2 | 5 | -12
CN(C)c1ncc(S(=O)(=O)c2ccccc2)c(-c2ccc(Cl)cc2Cl)n1 | -3 | 0.5 | -4 | 3.6 | 103 | -4 | 5 | 1 | 4 | -3
COCCN1CCN(C(=O)c2ccc3oc(CCc4ccccc4)nc3c2)CC1 | -8 | 0.3 | 2 | -3.2 | 106 | 1 | -3 | -6 | 7 | 0
COc1cc([N+](=O)[O-])ccc1NC(=O)CN1C(=O)NC2(CCCCC2C)C1=O (configuration not stated) | -9 | -0.4 | 4 | -1.7 | 101 | -6 | 1 | -6 | 6 | 11
CCCCOCCCNC(=O)Cc1ccccc1OC | -1 | 1.9 | 0 | 0.2 | 99 | -7 | 2 | -3 | 12 | 0
O=C(N/N=C/C=C/c1ccc([N+](=O)[O-])cc1)C1COc2ccccc2O1 (configuration not stated) | -5 | 0.2 | 0 | -0.7 | 88 | -6 | 3 | 1 | -9 | .
O=C1C=C(c2ccccc2)CCC1 | -2 | 0.5 | 0 | 1.1 | 98 | 8 | 0 | 3 | 3 | .
COc1ccc(C(C(=O)NC2CCCCC2)N(Cc2cccnc2)C(=O)c2snc(C(N)=O)c2N)cc1 (configuration not stated) | -8 | 0.2 | 1 | -1.9 | 99 | 2 | 9 | 0 | 31* | 1
Cc1cc(C)cc(OCC(=O)NNC(=O)CCC(=O)NCc2ccccc2)c1 | 2 | 0.0 | -1 | -1.3 | 94 | -4 | -3 | -7 | -3 | 49
CC(C)c1ccc(/C=C2\Oc3c(ccc(O)c3CN3CCN(C)CC3)C2=O)cc1 | 20 | -0.6 | -1 | -3.4 | 97 | 17 | 11 | 0 | -7 | 5
CC1CCN(C(=O)CCS(=O)(=O)c2cc3c(cc2Cl)NC(=O)CO3)CC1 | -4 | 0.2 | 0 | -1.6 | 97 | -5 | 4 | 1 | 5 | 3
CCOc1ccc(-c2cc(C(=O)NCc3ccc(C(F)(F)F)cc3)[nH]n2)c(C)c1 | . | 0.1 | -1 | 13* | 98 | -5 | -5 | 0 | 1 | -15
O=C(Nc1c[nH]c(=O)[nH]c1=O)c1ccc([N+](=O)[O-])cc1 | 12 | 0.1 | 2 | 0.6 | 94 | 3 | 0 | -1 | 3 | 17
Cc1ccc(S(=O)(=O)N2CCC(NC(=O)c3ccccc3)CC2)cc1 | 7 | -0.2 | 3 | -2.2 | 96 | 1 | -1 | 5 | 15 | -11

By substructure: those above with a CF3 group
SMILES | TLR9-MyD88 block | aDG glyco act | Glyco luc inh | MC4R ag barr | ABCB6 inh MLPCN | NOD2-RIPK2 inh | ABHD5-PLIN5 inh | Granule exo inh | MC4R antagonist | Vif inh
CCOc1ccccc1N1CCN(C(=O)C(F)(F)F)CC1 | -2 | 0.3 | 2 | -1.8 | 98 | -6 | 5 | 2 | -1 | 15
CCO/C=N/Nc1nc(C(F)(F)F)nc2c1cnn2Cc1ccccc1 | 7 | -0.2 | -1 | 1.6 | 97 | -14 | -4 | -2 | 5 | -12
CCOc1ccc(-c2cc(C(=O)NCc3ccc(C(F)(F)F)cc3)[nH]n2)c(C)c1 | . | 0.1 | -1 | 13* | 98 | -5 | -5 | 0 | 1 | -15

Ordered by value in Glyco luc inh (ascending): some entries from above.
SMILES | TLR9-MyD88 block | aDG glyco act | Glyco luc inh | MC4R ag barr | ABCB6 inh MLPCN | NOD2-RIPK2 inh | ABHD5-PLIN5 inh | Granule exo inh | MC4R antagonist | Vif inh
CN(C)c1ncc(S(=O)(=O)c2ccccc2)c(-c2ccc(Cl)cc2Cl)n1 | -3 | 0.5 | -4 | 3.6 | 103 | -4 | 5 | 1 | 4 | -3
O=C(N/N=C/C=C/c1ccc([N+](=O)[O-])cc1)C1COc2ccccc2O1 (configuration not stated) | -5 | 0.2 | 0 | -0.7 | 88 | -6 | 3 | 1 | -9 | .
COc1cc([N+](=O)[O-])ccc1NC(=O)CN1C(=O)NC2(CCCCC2C)C1=O (configuration not stated) | -9 | -0.4 | 4 | -1.7 | 101 | -6 | 1 | -6 | 6 | 11

Continuation:
SMILES | TLR9-MyD88 block | aDG glyco act | Glyco luc inh | MC4R ag barr | ABCB6 inh MLPCN | NOD2-RIPK2 inh | ABHD5-PLIN5 inh | Granule exo inh | MC4R antagonist | Vif inh
COc1ccc(C(F)(F)F)cc1N/C=C\c1nnnn1-c1ccc(C)cc1 | -7 | -0.4 | -1 | 2.6 | 97 | -2 | -13 | -5 | 6 | 6
CCC(C)NC(=O)c1c(N)n(/N=C/c2ccccn2)c2nc3ccccc3nc12 (configuration not stated) | -1 | -0.3 | -7 | 5.3 | 90 | 1 | -1 | 56* | 5 | 6
CCN1CCN(c2ncnc3sc4c(c23)CCC(C)C4)CC1 (configuration not stated) | -2 | -0.3 | -5 | -0.8 | 80 | -6 | 4 | 9 | -3 | 1
Cc1ccc(Cl)cc1NC(=O)Nc1cccs1 | 0 | 1.9 | -4 | -1.9 | 103 | -7 | -3 | -1 | 30* | 2
CCCn1c2c(c(O)c(C(=O)Nc3ncccc3C)c1=O)CCCC2 | -1 | -0.3 | 1 | -2.7 | 97 | -1 | 8 | -1 | 2 | -4
